Assay outcomes deposited in PubChem BioAssay by The Scripps Research Institute Molecular Screening Center.
Fam108B counter: blocks mouse Fam108B hydrolase in RBBP9 counter-screen | recombinant Fam108B, FP-Rh probe fluorescence polarization | inhibition, % at 9.51 µM | 0.33% of 300,000 active;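 active = inhibition above the screen mean inhibition plus 3 SD, computed separately per campaign, cut at about 18% in these data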;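 also: inhibitors lower polarization as less probe binds the enzyme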
PAFAH1B2 FP inh: PAFAH1B2 (human) inhibition | recombinant PAFAH1B2, FP-rhodamine activity probe, fluorescence polarization | P68402 | 1.2% of 340,000 active | AID 492953 | inhibition, % at 3.39 µM;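 active = inhibition above the mean of all tested compounds plus 3 SD, cut at about 24% in these data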;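 also: 0% = enzyme with DMSO and 100% = wells lacking PAFAH1B2; many of its hits are not listed in these tables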
LYPLA1 counter: counter-screen for PME1 inhibitors: inhibitors of human LYPLA1 | O75608 | recombinant LYPLA1, FP-Rh probe fluorescence polarization | inhibition, % at 5.9 µM | 0.16% of 320,000 active;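 active = inhibition above the mean of all tested compounds plus 3 SD, set per campaign, cut at about 14% in these data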;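 also: inhibitors block serine hydrolase probe labeling of LYPLA1 so polarization falls; 0% = enzyme with DMSO and 100% = wells lacking LYPLA1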
PAFAH2 FP inh: PAFAH2 (human) inhibition; recombinant PAFAH2, FP-rhodamine activity probe, fluorescence polarization; Q99487; 0.99% of 340,000 active; AID 492956; inhibition, % at 3.39 µM;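 active = inhibition above the mean over all tested compounds plus 3 SD, cut at about 30% in these data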;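 also: inhibitors block probe labeling of enzyme so polarization drops; 0% = enzyme with DMSO and 100% = wells lacking PAFAH2 protein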
PME-1 primary: blocks human protein phosphatase methylesterase 1; Q9Y570; recombinant PME-1, FP-Rh probe fluorescence polarization; inhibition, % at 5.9 µM; 0.53% of 320,000 active;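 active = inhibition above the campaign mean of all compounds plus 3 SD, cut at about 26% in these data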;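 also: competitive labeling of PME-1 active site by serine hydrolase directed probe; 0% = PME-1 with DMSO and 100% = wells lacking PME-1 enzyme; inhibitors block probe labeling so polarization falls and inhibition rises; many of its hits are not listed in these tables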
Target sequence (Q9Y570 whole entry, looked up): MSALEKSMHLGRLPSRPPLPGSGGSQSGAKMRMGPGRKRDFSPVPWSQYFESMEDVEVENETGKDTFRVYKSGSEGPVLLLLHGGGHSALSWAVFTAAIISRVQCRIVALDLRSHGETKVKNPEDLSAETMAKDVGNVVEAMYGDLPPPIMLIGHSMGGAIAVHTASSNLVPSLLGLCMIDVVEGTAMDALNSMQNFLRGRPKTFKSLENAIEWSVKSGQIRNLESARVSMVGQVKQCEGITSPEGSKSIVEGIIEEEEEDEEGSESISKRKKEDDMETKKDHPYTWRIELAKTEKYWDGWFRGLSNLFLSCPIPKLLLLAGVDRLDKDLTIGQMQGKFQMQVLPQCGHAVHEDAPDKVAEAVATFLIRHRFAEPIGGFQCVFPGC
GSTO1 counter: blocks human GSTO1 in RBBP9 counter-screen; inhibition, % at 5.96 µM; 1.1% of 300,000 active; recombinant GSTO1, activity-based probe fluorescence polarization;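 active = inhibition above the campaign mean inhibition plus 3 SD, cut at about 35% in these data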;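 also: 0% = GSTO1-1 with DMSO and 100% = wells lacking GSTO1-1 enzyme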
PAFAH1B3 FP inh: blocks human PAF acetylhydrolase 1B catalytic subunit 3; AID 492972; Q15102; 0.28% of 340,000 active; recombinant PAFAH1B3, FP-rhodamine probe, fluorescence polarization; inhibition, % at 3.39 µM;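 active = inhibition above the screen-wide average of all tested compounds plus 3 SD, cut at about 25% in these data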;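 also: 0% = enzyme with DMSO only and 100% = wells lacking PAFAH1B3 protein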
pPAFAH inh: inhibitors of human plasma PAF acetylhydrolase (pPAFAH); 1.5% of 330,000 active; recombinant pPAFAH, FP-rhodamine probe fluorescence polarization; inhibition, % at 3.39 µM; Q13093; AID 463082;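 active = inhibition above the mean inhibition across the screen plus 3 SD, cut at about 25% in these data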;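 also: inhibitors block binding of the rhodamine activity-based probe so polarization drops; 0% = enzyme with DMSO and 100% = wells lacking pPAFAH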
PAD4 inh: inhibitors of human PAD4; Q9UM07; recombinant PAD4, RCA probe fluorescence polarization; inhibition, % at 6.36 µM; 0.41% of 330,000 active;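 active = percent inhibition above a cutoff equal to the mean of all tested compounds plus 3 SD, cut at about 15% in these data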;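 also: 0% = PAD4 with RCA probe and DMSO and 100% = probe without PAD4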
Target sequence (Q9UM07 whole entry, looked up): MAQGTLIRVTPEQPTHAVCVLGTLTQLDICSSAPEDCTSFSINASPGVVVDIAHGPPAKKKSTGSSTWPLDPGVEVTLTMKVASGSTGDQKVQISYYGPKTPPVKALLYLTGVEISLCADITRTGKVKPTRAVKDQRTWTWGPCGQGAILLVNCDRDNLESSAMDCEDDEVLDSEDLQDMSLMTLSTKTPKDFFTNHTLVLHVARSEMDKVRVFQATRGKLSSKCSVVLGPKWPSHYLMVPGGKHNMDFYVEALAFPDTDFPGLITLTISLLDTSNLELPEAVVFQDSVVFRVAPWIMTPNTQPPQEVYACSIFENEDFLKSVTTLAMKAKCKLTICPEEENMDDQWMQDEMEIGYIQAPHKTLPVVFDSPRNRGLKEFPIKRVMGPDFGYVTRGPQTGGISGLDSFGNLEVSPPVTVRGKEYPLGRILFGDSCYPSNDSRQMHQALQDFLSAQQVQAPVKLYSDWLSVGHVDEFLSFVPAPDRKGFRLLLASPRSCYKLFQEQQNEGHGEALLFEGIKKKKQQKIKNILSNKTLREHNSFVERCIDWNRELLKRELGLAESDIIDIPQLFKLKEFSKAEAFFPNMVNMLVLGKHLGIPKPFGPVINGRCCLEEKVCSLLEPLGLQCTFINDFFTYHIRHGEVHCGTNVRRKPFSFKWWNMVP
The depositor's hits bear a star; / = not tested or not shown. This is a subset; the hit share may differ from the screen's.

mol | Fam108B counter | PAFAH1B2 FP inh | LYPLA1 counter | PAFAH2 FP inh | PME-1 primary | GSTO1 counter | PAFAH1B3 FP inh | pPAFAH inh | PAD4 inh
CC(=O)c1sc2nc(-c3cccs3)ccc2c1N | -5 | 8 | -5 | 5 | -12 | -8 | 7 | 4 | 5
COc1cc(S(=O)(=O)N2CCOCC2)cc(C(=O)c2nccn2C)c1OC | -2 | -2 | 0 | -3 | -3 | 6 | 2 | 1 | 9
COc1ccc([N+](=O)[O-])cc1NC(=O)c1cncc(Br)c1 | -1 | 1 | 0 | -1 | 8 | 5 | 11 | 2 | 0
Cc1ccc(N2CC(C(=O)N3CCc4ccccc43)CC2=O)cc1 (stereo not drawn) | -2 | -3 | -3 | 2 | -2 | 1 | 5 | -2 | -3
CCOC(=O)c1sc(NC(=O)CN2C(=O)NC3(CCC(C)CC3)C2=O)c(C(=O)OCC)c1C (stereo not drawn) | / | 0 | -5 | 0 | -2 | / | -6 | 0 | 1
COC(=O)Nc1nnc(SCc2ccc(C)cc2)s1 | -4 | 19 | -1 | 7 | -2 | -5 | 11 | -2 | -7
Cc1ccc(-c2nn(CCC(=O)NCC3CCCO3)c(=O)c3ccccc23)cc1 (stereo not drawn) | -3 | 0 | 1 | -3 | 4 | -1 | 0 | 0 | -3
CCCn1c(=O)c2c(c3ccccc31)OCC(=O)N2 | 1 | 7 | -3 | -6 | 2 | -3 | 0 | 4 | -2
Cn1cnnc1SC(C(=O)Nc1cccc(C(F)(F)F)c1)c1ccccc1 (stereo not drawn) | 7 | 5 | -4 | 2 | 5 | 6 | 11 | 1 | 1
O=C(COc1ccc2c3c(c(=O)oc2c1)CCCC3)NCCN1CCOCC1 | -1 | -2 | -1 | 9 | -5 | -6 | 0 | 0 | -1
O=C(O)CC1S/C(=N/N=C/c2ccc(-c3ccccc3[N+](=O)[O-])o2)NC1=O (stereo not drawn) | 6 | 6 | 0 | 10 | -2 | 62* | 5 | 14 | 20*
COc1ccc(N2CC(C(=O)NCc3ccccc3)CC2=O)cc1 (stereo not drawn) | 2 | 6 | 1 | 4 | -2 | 12 | -1 | 4 | -5
O=C(Nc1ccc(-c2ccco2)cc1)C1CCCN(Cc2ccc(CO)o2)C1 (stereo not drawn) | -4 | 7 | 0 | -3 | -2 | -3 | 4 | 1 | -2
Cc1ccc(S(=O)(=O)N2CCCC2C(=O)Nn2cnnc2)cc1 (stereo not drawn) | 0 | 3 | 0 | 1 | 1 | 8 | 9 | -3 | 2
Cc1cc(C)cc(NC(=S)N(CCN2CCCCC2)Cc2ccco2)c1 | 1 | -2 | 3 | 2 | -5 | 10 | -2 | 0 | 2
O=C(Cc1csc(-c2ccccc2)n1)NCc1ccco1 | -4 | 1 | 1 | 1 | 0 | -1 | 10 | 0 | -4
COc1ccc(/C=C/C(=O)NC(=S)Nc2ccc(S(=O)(=O)Nc3nccnc3OC)cc2)cc1 | 0 | -1 | -4 | 0 | 9 | 6 | 1 | 2 | 0
COCc1nnc(NS(=O)(=O)c2ccccc2)s1 | -3 | 6 | 5 | 6 | -4 | 1 | 3 | -6 | -1
C=CCn1c(N)cc(=O)nc1SCC(=O)Nc1ccccc1C(N)=O | 2 | -1 | 4 | -1 | 6 | 8 | 8 | -1 | 0
COc1ccccc1C(=O)Nc1ccc(S(=O)(=O)N2CCCCC2c2cccnc2)cc1 (stereo not drawn) | -7 | 3 | -3 | -2 | -3 | -19 | 5 | 3 | -6
CN(Cc1nccn1C)C(=O)CC1C(=O)NCCN1CC(c1ccccc1)c1ccccc1 (stereo not drawn) | 7 | 5 | -2 | -3 | -3 | -10 | 7 | -1 | 1
S=c1[nH]nc(-c2ccccn2)n1/N=C/c1cccs1 | -1 | 2 | -6 | 2 | -3 | 3 | 3 | -6 | -10
CCOc1nc(Nc2ccccc2F)nc(OCC)n1 | -2 | -4 | 2 | 0 | -3 | -3 | -10 | 7 | 1
O=C(O/N=C1\CCCc2ccccc21)c1cccs1 | 4 | 4 | -1 | 42* | 4 | -6 | 4 | -1 | -1
COc1ccc(CN2CCN(C(=O)c3cc(-c4cccnc4)nc4ccc(Cl)cc34)CC2)c(OC)c1OC | 0 | 0 | -4 | -7 | 7 | 6 | 4 | 5 | -3
O=C(Cn1c(=O)oc2cccnc21)Nc1ccccc1Oc1ccc(Cl)cc1Cl | -1 | / | -5 | / | -2 | 23 | / | 4 | 1
c1ccc(-c2csc3ncn4cnnc4c23)cc1 | -2 | -2 | -1 | -1 | 1 | -2 | 1 | -1 | -3
COc1ccc(/C=N/N2CCN(c3ccccc3OC)CC2)cc1Br | 0 | -1 | -1 | 4 | 4 | 7 | 8 | 9 | 1
COc1ccc2c(C)cc(SCC(=O)Nc3ccc(Cl)cn3)nc2c1 | -2 | 1 | -5 | 4 | -8 | 2 | -1 | 1 | -8
c1ccc(Sc2ncccn2)nc1 | 3 | 7 | -1 | -2 | 0 | 4 | -5 | 5 | 2
CCSC1=C(C#N)C(=O)n2c1cc1c2CCCC1 | 3 | 6 | -2 | 5 | -3 | -2 | 0 | 8 | -10
CN1CCN(S(=O)(=O)c2cccc(C(=O)Nc3nccs3)c2)CC1 | 5 | 3 | 1 | -2 | 1 | 4 | 4 | 3 | 4
CC(=O)Nc1ccc(S(=O)(=O)Nc2ccccc2C(=O)N2CCCC2)cc1 | -2 | 5 | -2 | -7 | 10 | -5 | 1 | -9 | -10
CN(Cc1ccccc1)C(=O)c1cccc(NC(=O)c2ccco2)c1 | 6 | 1 | 1 | -4 | -3 | 8 | -1 | 3 | -4
O=C(Cc1ccccc1)N1CCC(c2nc3ccccc3[nH]2)CC1 | -3 | -4 | -3 | -2 | 4 | 3 | -4 | -2 | 0
Cc1ccc(NC(=O)c2ccccc2OCC(=O)Nc2ccccc2F)cc1S(=O)(=O)N(C)C | / | -6 | -39 | -25 | -72 | / | -23 | -15 | -3
COc1ccc(C=O)cc1COc1ccc(Cl)cc1[N+](=O)[O-] | -3 | 3 | 0 | -4 | 0 | 1 | 7 | 3 | -3
Cc1ccc(C)c(OCC(=O)Nc2ccc3c(c2)OCO3)c1C | 0 | 3 | -4 | -3 | 3 | 2 | 7 | 5 | -2
C/C(=N\NC(=O)C1CC1)c1ccc(OC(F)F)cc1 | -1 | 5 | 1 | 7 | -1 | 7 | 4 | 1 | 1
Cc1cnn(-c2cc(N/N=C/c3ccccc3F)ncn2)c1 | -11 | 2 | 2 | 7 | 3 | 11 | -4 | -3 | 0
CCOC(=O)c1[nH]c2ccc(C)cc2c1N | -3 | 4 | 1 | 3 | 5 | -2 | 2 | 1 | -3
COc1cc2c(cc1OC)CN(C(=O)C(CCSC)NS(=O)(=O)c1ccc(C)cc1)CC2 (stereo not drawn) | 0 | 1 | 0 | 7 | -4 | -4 | 14 | 0 | 3
O=C(CNC1CCCCC1)Nc1ccc(Cl)cc1 | -1 | 3 | 0 | 12 | -3 | 1 | 6 | 4 | -1
N=C(c1cccc([N+](=O)[O-])c1)N1CCCCCC1 | 0 | 4 | 4 | 8 | 1 | 0 | 1 | 2 | 5
COc1ccc(CCN2C(=NC(=O)C(C)C)SC3CS(=O)(=O)CC32)cc1OC (stereo not drawn) | 3 | 5 | 1 | 3 | 4 | 24 | 3 | 3 | 1
Cc1ccc(CNC(=O)CSc2ccc(-c3cccs3)nn2)cc1 | 1 | 4 | 0 | 1 | -7 | 2 | 2 | -2 | 4
Cc1cc(NC(=O)COC(=O)c2cccc(OCc3ccccc3)c2)no1 | -4 | 3 | -4 | -3 | -1 | -5 | 2 | 0 | 3
O=C(CN1C(=O)COc2ccc(S(=O)(=O)N3CCOCC3)cc21)NCc1ccccn1 | -4 | 3 | -1 | -3 | -2 | 0 | 7 | 0 | -1
Cc1onc(-c2ccc(Cl)cc2Cl)c1C(=O)/C=C/N(C)C | 1 | 2 | 1 | 7 | 4 | -5 | 5 | 2 | 2
COc1ccccc1C(=O)NCc1ccc2c(c1)OCO2 | 0 | -2 | -2 | -1 | -5 | 8 | -2 | 0 | 0
Cc1cccc(C(=O)Nc2cccc(C(=O)Nc3cc(C)ccn3)c2)c1 | 6 | 2 | -5 | 7 | -8 | 4 | 2 | -1 | -1
CN(C)c1nc(N)nc(CSc2nc3cc(Cl)ccc3o2)n1 | -3 | -4 | -5 | -6 | -9 | 5 | -6 | -10 | 0
Cc1ccccc1Nc1nccc(N(C)C)c1C#N | 0 | / | 2 | / | -3 | -4 | / | 0 | -1
O=C(CC(c1ccccc1)c1cc(Cl)ccc1O)NCCN1CCOCC1 (stereo not drawn) | 2 | 2 | 2 | 9 | 2 | -3 | 3 | 0 | -2
O=C(CSc1nc2ccccc2c(=O)[nH]1)Nc1ccccc1C(F)(F)F | -7 | 3 | -6 | 7 | -9 | 5 | 4 | -2 | -8
CC(=O)Nc1ccc(NC(=O)C(C)OC(=O)c2ccc(C)s2)cc1 (stereo not drawn) | 7 | 1 | 0 | 15 | -5 | 13 | 7 | 3 | 1
COc1cc(NS(=O)(=O)c2ccc(Br)s2)cc(OC)c1 | -2 | 5 | -3 | -2 | 3 | -2 | 5 | 6 | 1
Cc1ccc(NC(=O)CN(C)C(=O)COc2ccc(C(=O)c3ccc(F)cc3)cc2)cc1 | 1 | -2 | -2 | -10 | 2 | 0 | 6 | 5 | -3
Cc1cc(NC(=O)CS(=O)(=O)c2cn(Cc3ccccc3Cl)c3ccccc23)no1 | -2 | 4 | -1 | 6 | -3 | 0 | 7 | -2 | -4
CC1CCN(S(=O)(=O)c2ccc(NC(=O)CN3C(=O)NC(C)(c4ccccc4)C3=O)cc2)CC1 (stereo not drawn) | -4 | 9 | -10 | -2 | -12 | -10 | -3 | 0 | 6

Other structures.
mol | Fam108B counter | PAFAH1B2 FP inh | LYPLA1 counter | PAFAH2 FP inh | PME-1 primary | GSTO1 counter | PAFAH1B3 FP inh | pPAFAH inh | PAD4 inh
Cc1cccc(N2CCN(C(=O)C3CC(=O)N(C4CCCC4)C3)CC2)c1C (stereo not drawn) | -3 | -1 | 3 | -3 | 2 | 4 | 1 | 10 | -4
c1cncc(-c2nc(NCc3cccs3)c3ccccc3n2)c1 | -11 | 2 | -2 | 2 | -7 | -4 | -2 | -6 | -4
Cc1ccc([C@@H]2C[C@H]3CN(Cc4cccc(Cl)c4)C(=O)[C@]34CCCN24)o1 | 0 | 9 | 0 | 9 | -3 | 5 | 10 | 3 | -7
Cc1noc(C)c1NC(=O)N(C)C[C@H]1Oc2c(NC(=O)Nc3ccc4c(c3)OCO4)cccc2C(=O)N([C@H](C)CO)C[C@@H]1C | / | -2 | / | 4 | / | / | 4 | -4 | -2
COc1cccc(CNC(=O)Cc2ccc(-c3ccccc3)cc2)c1 | -6 | 5 | 4 | 0 | 0 | 0 | 3 | 20 | -2
Nn1c(SCc2nc3ccccc3[nH]2)nnc1C1CCCCC1 | 1 | 6 | 0 | 3 | 2 | -2 | 9 | -2 | -2
C=CCNC(=S)N1CC2(C)CN(C(=S)NCC=C)CC(C)(C1)C2=O | 5 | 4 | -2 | 0 | -5 | 3 | -5 | 1 | -2
CC(=O)Nc1ccc(C(=O)NNC(=O)c2cc([N+](=O)[O-])cc([N+](=O)[O-])c2)cc1 | -2 | 1 | -4 | -2 | -6 | 3 | 4 | 9 | -5
